# IL-2 act: activates IL-2 in a cell-based reporter assay; activation, % (series mostly up to about 46 µM); IL-2 activation reporter assay, cell-based qHTS; stimulated with anti-CD3/CD4/CD28 beads; in transgenic mouse T cells; 0.065% of 360,000 active; in the data active = activation above about 50%; inconclusive = mostly about 30% to 49%; also: 0% is about no effect
#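 Unstimulated transgenic mouse T cells; 60-min compound exposure; bead-based TCR/CD4/CD28 stimulation; 18 h culture, 37 degrees C; dual fluorescence (EGFP, DsRed) plate cytometry.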
# ATXN2 expr inh: reduces ATXN2 reporter expression in HEK-293 cells | HEK-293 ATXN2-luciferase reporter, luminescence, 24 h | Potency, µM (titrated, usually from 57 µM), for the others: at the highest dose activity change, negative = inhibition, most hits filed as inhibitors | 0.72% of 360,000 active | AID 1745845; also: potency is read from the fitted curve at half-maximal effect; % is scaled to controls: 0 for no effect and ±100 for the full control effect; nearly all actives have a fitted effect of over 55% in size
#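 ATXN2-luciferase reporter cells (luciferase flanked by upstream and downstream ATXN2 gene portions) were treated 24 h at 37 °C with compounds at up to 57 uM. SteadyGlo luminescence gave expression; GF-AFC fluorescence gave viability.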
# Nrf2 inh: Nrf2 pathway inhibition; A549 ARE-Fluc reporter, luciferase luminescence, 18-24 h; Potency, µM (series often up to 46 µM), for the others: at the highest dose activity change, negative = inhibition, most hits filed as inhibitors; 2.1% of 360,000 active; AID 504444; also: potency is read from the fitted curve at half-maximal effect; % is scaled to controls: 0 for no effect and ±100 for the full control effect; nearly all actives have a fitted effect of over 60% in size
#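 A549 ARE_Fluc cells, 5000/well, 5% FBS OPTI-MEM; compounds in dose-response, 18-24 h at 37 °C/5% CO2; CellTiter-Fluor viability read (Ex 405/Em 525), then BugLite luciferase luminescence = Nrf2 activity.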
# A549 viability: counter-screen for Nrf2 inhibitors: cytotoxicity in A549 cells; 0.16% of 390,000 active; AID 504648; Potency, µM (titrated, usually from 46 µM), for inactives: at the top dose activity change, negative = cytotoxicity, actives largely listed as inhibitors; A549 ARE-Fluc cells, CellTiter-Fluor viability, 18-24 h; also: potency is read from the fitted curve at half-maximal effect; % is scaled to controls: 0 for no effect and ±100 for the full control effect
#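 A549 ARE-Fluc cells in 5% FBS OPTI-MEM, 5000 cells/well, rested 2 h then exposed to compounds in concentration-response for 18-24 h at 37 °C. Viability by CellTiter-Fluor fluorescence (Ex 405/Em 525) after 30 min; luciferase luminescence (BugLite, 15 min, RT) read afterwards.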
# EPAC2 agonist: EPAC2 (human) agonism. Q8WZA2. EPAC2 activation, biochemical qHTS; response scale: 100% = 6.5 mM cAMP response. 0.079% of 360,000 active. Potency, µM (top dose mostly 154 µM), without a hit: at the top dose activation, most hits filed as activators; also: potency is read from the fitted curve at half-maximal effect; nearly all actives have a fitted effect of over 50% in size
# Target sequence (Q8WZA2 whole entry, looked up): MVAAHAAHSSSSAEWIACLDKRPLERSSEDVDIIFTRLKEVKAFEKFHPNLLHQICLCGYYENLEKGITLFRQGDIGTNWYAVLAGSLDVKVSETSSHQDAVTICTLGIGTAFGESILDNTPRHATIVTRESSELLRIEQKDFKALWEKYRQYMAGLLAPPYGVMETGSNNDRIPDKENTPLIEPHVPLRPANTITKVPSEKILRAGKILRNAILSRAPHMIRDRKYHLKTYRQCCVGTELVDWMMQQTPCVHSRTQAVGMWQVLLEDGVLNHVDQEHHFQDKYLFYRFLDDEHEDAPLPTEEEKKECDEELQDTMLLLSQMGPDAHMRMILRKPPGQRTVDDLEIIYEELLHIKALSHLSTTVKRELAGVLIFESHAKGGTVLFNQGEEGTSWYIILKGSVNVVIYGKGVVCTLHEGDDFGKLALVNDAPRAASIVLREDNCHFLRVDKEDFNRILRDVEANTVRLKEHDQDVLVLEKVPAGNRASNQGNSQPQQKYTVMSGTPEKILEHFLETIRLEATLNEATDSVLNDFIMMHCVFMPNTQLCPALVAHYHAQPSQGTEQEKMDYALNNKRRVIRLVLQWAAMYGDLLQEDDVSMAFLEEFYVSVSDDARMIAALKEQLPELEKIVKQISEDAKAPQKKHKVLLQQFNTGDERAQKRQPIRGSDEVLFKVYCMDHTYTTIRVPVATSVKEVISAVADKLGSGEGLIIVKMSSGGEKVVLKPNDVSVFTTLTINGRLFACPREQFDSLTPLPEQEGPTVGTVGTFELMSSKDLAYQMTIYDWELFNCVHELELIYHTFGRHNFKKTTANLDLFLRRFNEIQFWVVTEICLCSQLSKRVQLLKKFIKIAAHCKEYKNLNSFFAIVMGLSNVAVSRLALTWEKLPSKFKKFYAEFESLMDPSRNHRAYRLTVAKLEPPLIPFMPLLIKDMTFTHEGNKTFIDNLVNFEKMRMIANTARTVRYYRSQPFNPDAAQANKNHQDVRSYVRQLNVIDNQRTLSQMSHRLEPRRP
#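 Compounds were added across a concentration range to EPAC2 (100 nM), RAP1B-BODIPY-GDP (250 nM) and GDP (50 uM). After 5 min at room temperature, fluorescence was recorded at 5-min intervals for 30 min.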
# Nrf2 activator: activates Nrf2 signaling. AREc32 ARE-luciferase reporter (MCF7-derived line), luminescence, 24 h. Potency, µM (series often up to 46.1 µM), inactives show at the top dose activation, most hits filed as activators. 0.31% of 410,000 active. AID 624171; also: potency is read from the fitted curve at half-maximal effect; % of control where 0% means no effect; nearly all actives have a fitted effect of over 65% in size
#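 For detection, Steady-Glo was added and plates sat 30 min at RT; before that, AREc32_Fluc cells grown overnight in OPTI-MEM/5% FBS had been treated with 23 nL compound for 24 hr at 37 deg C.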
# HepG2 tox: counter-screen for TGF-b inhibitors: cytotoxicity in HepG2 cells; HepG2 CAGA-GFP viability, ATP luminescence, 18 h; Potency, µM (doses to about 46.1 µM), without a hit: at the top dose activity change, negative = cytotoxicity, actives largely listed as cytotoxic; 0.76% of 410,000 active; also: potency is read from the fitted curve at half-maximal effect; some results filed as inactive show a strong effect at the top dose
#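 CellTiter-Glo luminescence gave cytotoxicity after 18 hours at 37 degrees C. The cells were HepG2 CAGA-GFP in 1% FBS DMEM, stimulated with 500 pg/mL TGF-beta after compound addition. %Activity was normalised to no-cell wells (complete cell-killing) and DMSO (no toxicity), and curves were fitted and classified.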
# TGFb inhibitor: inhibitors of TGF-b signaling | HepG2 CAGA-GFP TGF-b/SMAD3 reporter, GFP fluorescence, 18 h; TGF-beta stimulated, 500 pg/mL final | Potency, µM (series often up to 46.1 µM), inactives show at the highest dose activity, negative = inhibition, most hits filed as inhibitors | 1.2% of 410,000 active | AID 588855; also: potency is read from the fitted curve at half-maximal effect; % is scaled to controls: 0 for no effect and ±100 for the full control effect; nearly all actives have a fitted effect of over 65% in size
#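 TGF-beta reporter screen: HEPG2 CAGA-GFP, 1% FBS, 500 pg/mL TGF-beta final, 18 h; per-cell GFP summed per well; curves fitted and categorized by class.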
# ATXN viability: reduces viability in counter-screen for ATXN expression inhibitors. S2 cells (HEK-293 line with an ATXN2-luciferase reporter) viability, CellTiter-Fluor protease fluorescence, 24 h. Potency, µM (titrated, usually from 56.7 µM), hits mostly cytotoxic. 0.49% of 400,000 active. AID 651635; also: potency is read from the fitted curve at half-maximal effect; nearly all actives have a fitted effect of over 40% in size
# * marks the source's active call; other numbers are inactive results; i = inactive; ? = inconclusive; . = no result given; & = joins results of further samples; [ ] = another dose, or the depositor's remark. Unless noted, calls follow the shape of the dose curve; as a rule, active = well fitted curve in the direction sought with a large enough effect; inconclusive = small, poorly fitted or top-dose-only effect, or another doubt; inactive = no such curve, though single readings can be large; an effect the other way counts as inactive or inconclusive.
SMILES,IL-2 act,ATXN2 expr inh,Nrf2 inh,A549 viability,EPAC2 agonist,Nrf2 activator,HepG2 tox,TGFb inhibitor,ATXN viability
Cc1ccc(C)c(N2CCN(C(=O)c3ccc(-c4nc(COc5ccccc5)c(C)o4)cc3)CC2)c1,.,-22%,?,12%,.,0.3%,-24%,1%,i
COc1ccc(NCc2nc3ccccc3n2C)cc1,-0.2,.,?,8%,2%,4.7%,-23%,25%,i
CCOc1ccc(S(=O)(=O)NCCC(=O)N2CCN(C(C)=O)CC2)cc1,-2.5,.,.,.,-1%,0.0%,2%,-8%,i
CCN(CC)S(=O)(=O)c1ccc(C)c(C(=O)Oc2cccc(-c3cnc4ccccc4n3)c2)c1,-2.9,2%,29%,0%,3%,12%,15%,0%,i
COc1ccc(N(CC(=O)NCCC2=CCCCC2)S(=O)(=O)c2ccccc2)cc1,-0.5,-21%,6%,1%,3%,0.8%,-19%,-11%,i
O=C(Cn1c[n+](CC(=O)c2ccc([N+](=O)[O-])cc2)cn1)c1ccc([N+](=O)[O-])cc1,-3.5&-0.3,-35%,-1%&32%,3%&13%,-2%&-4%,-0.4%&28%,-15%&-27%,?,?
O=c1c(C(c2c(O)nc3n(c2=O)CCS3)c2cccc3ccccc23)c(O)nc2n1CCS2,1.6,-3%,-13%,-9%,4%,4.4%,-23%,0%,i
COc1cccc(CNC(=O)Cn2cccc2C(=O)c2ccccc2C)c1,-2.0,17%,?,12%,3%,0.2%,-3%,4%,i
CCOCCCNC(=O)C(c1ccc(Cl)cc1)N(Cc1ccc2c(c1)OCO2)C(=O)c1ccc(NC(C)=O)cc1 (stereo not given),.,1%,30%[9.27 µM],-2%,.,1.6%,-19%,-9%,i
COc1cccc(C(=O)NCC(=O)N2CCC3(CC2)NCCc2[nH]cnc23)c1OC,-3.1,17%,-5%,-1%,-4%,1.5%,0%,5%,i
CCC(=O)N1CCc2cc(Br)cc(S(=O)(=O)Nc3ccccc3C(=O)OC)c21,.,14%,16%[9.27 µM],2%,.,0.1%,5%,-1%,i
Cc1oc(-c2ccccc2Cl)nc1CS(=O)(=O)CC(=O)N1CCOCC1,-1.2,8%,10%,-5%,-8%,-0.1%,5%,3%,i
Cc1cc(C)n2cc(-c3ccc(Cl)cc3)c(C(=O)O)c2n1,-4.5,83%[activator],?,9%,8%,12%,-5%,-16%,i
O=C1NC(C(F)(F)F)(C(F)(F)F)N=C2SC=CN12,0.8,.,3%,10%,5%,0.5%,52%,6%,i
CCN(CC)S(=O)(=O)c1ccc(NC(=O)CNC2CCCCC2)cc1,0.7,.,?,0%,8%,1.7%,-5%,-4%,i
Cc1nn(Cc2ccccc2)c(Cl)c1C(=O)OCC#N,-1.0,.,-5%,-1%,10%,3.0%,-1%,10%,i
CN(CCOc1ccccc1)CC(=O)Nc1ccc([N+](=O)[O-])cc1Cl,-2.1,-10%,-29%,-1%,10%,0.9%,-82%,11µM*,i
Cc1cccc(NC(=S)N2CCN(S(=O)(=O)c3ccc(F)cc3)CC2)c1,-0.4,-14%,-22%,-10%,13%,-0.6%,-2%,0%,i
O=C(CN1C(=O)C(=O)N(C2CCCC2)C1=O)Nc1cc(Cl)ccc1[N+](=O)[O-],-4.9,-17%,0%,-3%,5%,7.5%,-27%,-20%,i
CS(=O)(=O)c1cccc(-c2nnc(NC(=O)c3ccc4ncsc4c3)o2)c1,1.8,14%,?,-4%,-4%,-0.5%,-6%,3%,i

# Records listed so far printed as active in TGFb inhibitor:
structure | IL-2 act | EPAC2 agonist | Nrf2 activator | TGFb inhibitor
CN(CCOc1ccccc1)CC(=O)Nc1ccc([N+](=O)[O-])cc1Cl | -2.1 | 10% | 0.9% | 11µM*

# Remaining list, next part
SMILES,IL-2 act,ATXN2 expr inh,Nrf2 inh,A549 viability,EPAC2 agonist,Nrf2 activator,HepG2 tox,TGFb inhibitor,ATXN viability
Cc1[nH]c2ccc(Cl)cc2c(=O)c1CN1CCCC1,-4.6,-7%,-3%,1%,1%,1.4%,-2%,-3%,i
COc1cc2c(NCCCCCO)ncnc2c(OC)c1OC,-2.0,.,.,.,2%,0.7%,-17%,1%,i
CCOC(=O)C1CCN(C(=O)c2ccc(N(C)S(C)(=O)=O)cc2)CC1,5.6,1%,-5%,-7%,9%,-0.1%,-13%,-12%,i
COc1cc(C(=O)NCCNc2nc3ccc(C)cc3cc2C#N)cc(OC)c1OC,0.2,-26%,-23%,20%,8%,7.7%,-2%,-23%,.
Cc1nn(C)c2c1c(C(F)(F)F)cc(=O)n2C(C)C(=O)NCCc1ccccc1 (stereo not given),.,-12%,17%,12%,.,-1.1%,-5%,6%,i
O=C(O)C[C@]1(C(=O)Nc2ccc(F)cc2)CC(/C=C/c2ccccc2)=NO1,0.4,0%,3%,3%,9%,0.3%,10%,0%,i
CCN(CCCNC(=O)c1nn(-c2ccc(C)cc2)c(=O)c2c1c1ccccc1n2C)c1ccccc1,.,1%,6%,4%,.,-0.9%,-7%,3%,i
O=C(C1=C[C@H](c2coc3ccccc3c2=O)C[C@H](OCCCCO)O1)N1CCN(Cc2ccc3c(c2)OCO3)CC1,0.1,-28%,-23%,0%,12%,5.8%,-11%,?,i
COc1ccc(CC2(CO)CCN(S(=O)(=O)c3sccc3C)CC2)cc1,-5.3,-16%,-24%,-8%,5%,0.8%,-35%,-13%,i
COc1ccc(S(=O)(=O)N2CCOCC2)cc1NC(=O)Cc1coc2cc(C)c(C)cc12,-1.7,-12%,-2%,3%,8%,-0.3%,-17%,-13%,i
CCCCN(C=O)c1c(CC)nc2ccc(C(=O)N(C)Cc3ccco3)cn12,-0.2,6%,.,.,-4%,-0.1%,-2%,0%,i
Cc1ccc(C(=O)c2oc3ccccc3c2NC(=O)c2nc(S(C)(=O)=O)ncc2Cl)cc1F,.,1%,7%,-23%,.,5.9%,-8%,-6%,i
CCC1CCCCN1Cc1cc(OC)c(O)c([N+](=O)[O-])c1 (stereo not given),1.9,4%,12%,-18%,0%,0.1%,-3%,-16%,i
COc1cc(OC)c2c(-c3cccc(-c4ccc(NC(C)=O)cc4)c3)cc(=O)oc2c1,-0.5,9%,?,-10%,2%,1.3%,-13%,4.5µM*,?
COc1cc(CN(C(=O)c2ccco2)c2ccc(C)cc2)ccc1O,-2.5,1%,.,-12%,4%,0.1%,-9%,1%,i
O=C(Cc1cccc2ccccc12)Nc1ccc(OC(F)F)c(Cl)c1,-0.2,2%,-18%,0%,3%,-0.1%,-31%,?,i
CC1=C(C(=O)N2CCOCC2)CC(CC(=O)NCCCCc2ccccc2)C(=O)N1CCCN1CCCC1=O (stereo not given),-1.3,-8%,.,.,5%,-0.2%,8%,1%,?
CCCCCCCn1c(=N)n(CC(O)c2ccco2)c2ccccc21 (stereo not given),-4.3,?,1%,-5%,-1%,8.6%,22µM*,?,i
O=C1NN(c2cccc(Br)c2)C(=O)/C1=C/c1cccs1,-0.6,.,17%,14%,-6%,-0.3%,20%,6%,i
COc1ccc(C(=O)O/N=C(\N)c2ccccc2)c(OC)c1,0.5,.,?,?,15%,5.5%,-1%,3%,?
COc1cc(SC)ccc1C(=O)NCCNC(=O)c1nonc1N,0.2,-2%,-11%,4%,4%,2.6%,-14%,-10%,i
O=Cc1c(Sc2ccccn2)nc2ccccn2c1=O,-3.7,36%,15%,8%,3%,?,-9%,-13%,i
O=C(O)c1ccc(N2CCCCS2(=O)=O)cc1,-0.9,1%[11.3 µM],15%,5%,10%,-0.3%,-1%,5%,i
Cc1cc(C)c2c(=O)n3c(nc2c1)C(CC(C)C)NC(=O)c1cccnc1-3 (stereo not given),-2.9,-26%,.,.,-2%,6.2%,-30%,?,?
COc1ccccc1CNc1ncccc1[N+](=O)[O-],0.1,8%,12%,-16%,11%,5.1%,-9%,-17%,i
Cc1ccc(C)c(N2CCN(C(=O)c3c(C)oc4nc(C)nc(N5CCOCC5)c34)CC2)c1,.,.,-3%,7%,.,-0.3%,-11%,-6%,.
Cc1ccccc1C(=O)NC(=S)NCc1cccnc1,0.0,-5%,-9%,1%,13%,2.0%,3%,-11%,i
Cc1ccccc1NC(=O)n1ncc2cc(Cl)ccc21,-0.4,8%,?,0%,10%,-0.1%,9%,-2%,i
CC(C)c1c(O)nc(SCCC(=O)O)[nH]c1=O,-0.6,-3%,21%,0%,-2%,0.3%,2%,-16%,i
O=c1[nH]c(=O)n(Cc2ccccc2)c2nc(-c3ccc(Oc4ccc(F)cc4)c([N+](=O)[O-])c3)n(CCO)c12,-0.8,?,?,-15%,2%,0.7%,-54%,13µM*,?
CC(=O)Nc1ccc(S(=O)(=O)N(C)CC(=O)OCC(=O)N(C)C2CCS(=O)(=O)C2)cc1 (stereo not given),0.0,-5%,-1%,4%,28%,-0.1%,7%,4%,i
C=CCSc1nnc(N2C(=O)C(O)=C(C(=O)c3ccco3)C2c2ccc(F)cc2)s1 (stereo not given),2.1,8%,-26%,?,-22%,4.8%,1%,12%,i
Cc1ccc2nc(-c3c[nH]c4ccccc34)c(Nc3ccc(F)cc3)n2c1,.,?,21%,?,.,?,-42%,-8%,?
CCc1ccc(NC(=O)c2ccc(OC)c([N+](=O)[O-])c2)cc1,0.9,1%,-22%,-23%,0%,5.5%,-1%,4%,?

# An excerpt from above, showing only TGFb inhibitor and Nrf2 inh:
SMILES | TGFb inhibitor | Nrf2 inh
Cc1ccccc1NC(=O)n1ncc2cc(Cl)ccc21 | -2% | ?
Cc1cc(C)c2c(=O)n3c(nc2c1)C(CC(C)C)NC(=O)c1cccnc1-3 (stereo not given) | ? | .

# Screening data deposited in PubChem by National Center for Advancing Translational Sciences (NCATS).
